Assay outcomes deposited in PubChem by several laboratories.
MrgX1 antag – antagonists of human MrgX1 receptor | 1.3% of 310,000 active | MRGX1-HEK293 calcium flux, Fluo-4, BAM8-22 antagonism; hits give low values | AID 588676 | Q96LB2 | B-score at 10 µM;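 active = calcium-response B-score plate-corrected more than 3 library SD below zero, starting fluorescence within 5 deviations, no agonist response on first addition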;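 also: peak minus trough fluorescence over baseline after final BAM8-22 challenge near maximal dose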
TRPC4 potent – TRPC4 (mouse) allosteric potentiation | Q9QUQ5 | HEK293 TRPC4beta/mu-opioid, DAMGO EC20, Fluo-4 Ca2+ flux; hits give high values | B-score at 10 µM | 0.42% of 310,000 active | AID 2227;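 active = B-score of calcium response area above 5 SD of library B-scores, with initial fluorescence ratio within 5 SD of library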;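 also: B-score of integrated fluorescence ratio over time as area under calcium response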
Target sequence (Q9QUQ5 whole entry, looked up): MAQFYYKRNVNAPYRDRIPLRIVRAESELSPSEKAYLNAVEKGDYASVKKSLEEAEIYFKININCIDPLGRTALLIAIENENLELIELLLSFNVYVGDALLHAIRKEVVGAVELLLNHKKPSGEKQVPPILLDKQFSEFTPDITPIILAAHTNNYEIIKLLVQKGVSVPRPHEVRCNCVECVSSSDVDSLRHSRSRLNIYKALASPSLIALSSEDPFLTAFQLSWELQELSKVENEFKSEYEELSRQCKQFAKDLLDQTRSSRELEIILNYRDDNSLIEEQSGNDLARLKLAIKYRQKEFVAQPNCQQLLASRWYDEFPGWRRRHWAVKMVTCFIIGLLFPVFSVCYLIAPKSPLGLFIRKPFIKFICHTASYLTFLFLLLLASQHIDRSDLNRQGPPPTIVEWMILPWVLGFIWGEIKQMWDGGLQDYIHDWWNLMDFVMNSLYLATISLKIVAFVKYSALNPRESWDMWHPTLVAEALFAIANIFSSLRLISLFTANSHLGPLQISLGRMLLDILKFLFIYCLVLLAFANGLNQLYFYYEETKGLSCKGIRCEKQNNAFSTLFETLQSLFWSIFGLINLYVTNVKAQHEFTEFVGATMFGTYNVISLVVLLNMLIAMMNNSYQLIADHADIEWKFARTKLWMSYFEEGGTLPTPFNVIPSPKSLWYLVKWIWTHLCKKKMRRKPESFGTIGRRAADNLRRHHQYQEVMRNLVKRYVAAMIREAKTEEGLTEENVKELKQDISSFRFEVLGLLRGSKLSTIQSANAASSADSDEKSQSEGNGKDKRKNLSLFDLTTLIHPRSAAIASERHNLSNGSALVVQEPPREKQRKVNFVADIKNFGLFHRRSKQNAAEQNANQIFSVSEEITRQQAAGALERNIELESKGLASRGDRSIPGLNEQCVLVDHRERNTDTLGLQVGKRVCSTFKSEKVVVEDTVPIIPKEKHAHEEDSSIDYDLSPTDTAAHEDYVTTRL
HIF act – HIF pathway transcriptional activation; U2OS HRE-luciferase reporter, luminescence; normalized: DMSO 0%, desferrioxamine 100%; activation, % at 7.5 µM (by protocol); 0.32% of 300,000 active; AID 1910;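 active = mean activation of at least 10% of the iron chelator positive control signal, with at least half of replicates also reaching 10%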
TRPC6 inh – blocks the mouse TRPC6 cation channel | B-score at 10 µM | 1.1% of 310,000 active | HEK293-TRPC6, membrane potential dye, ACh-evoked depolarization; hits give low values | AID 2553 | Q61143;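 active = B-score under library mean minus 3 SD, initial fluorescence not abnormally high, positive integrated signal ratio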;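 also: B-score derived from integrated fluorescence ratio over the kinetic read; more negative B-score means stronger inhibition of depolarization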
aSyn 5UTR inh – 5' untranslated region of α-synuclein, MLPCN primary screen. alpha-synuclein 5'UTR reporter, inhibitor activity. inhibition, % (tested at 7.5 µM). 0.82% of 300,000 active. AID 1813; in the data active = inhibition above about 60%;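 also: H4 neuroglioblastoma cells stably carrying SNCA 5'UTR luciferase fusion; 0% = DMSO wells and 100% = positive control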
SKKanGAS inh – SKKanGAS growth inhibition. S. pyogenes SKKanGAS, kanamycin growth, BacTiter-Glo, 6 h. inhibition, % at 7.5 µM. 1.3% of 300,000 active. AID 1662;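 active = mean replicate score, as percent of positive control median, at least 50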;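 also: strain carries kanamycin resistance gene driven by streptokinase promoter and grows in 40 µg/ml kanamycin; loss of luminescence reflects streptokinase promoter inhibition or plain growth inhibition; 0% = median of DMSO wells and 100% = positive control at its reference dose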
IEC-6 tox – kills IEC-6 intestinal cells in KLF5 counter-screen | IEC-6 cytotoxicity, luminescence viability | inhibition, % at 5 µM | 0.78% of 290,000 active; in the data active = inhibition above about 22%;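 also: 0% = plate median of test compound wells and 100% = cytotoxic reference compound wells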
TRPC6 act – mouse TRPC6 channel activation; B-score at 10 µM; HEK293-TRPC6 membrane potential dye fluorescence; hits give high values; Q61143; 0.13% of 310,000 active;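 active = B-score of the integrated fluorescence ratio above library mean plus 3 SD, and starting fluorescence ratio within library mean plus 5 SD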;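 also: higher score means more depolarization so channel activation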
TRPC4 agonist – opens the mouse TRPC4 cation channel | Q9QUQ5 | HEK293 TRPC4beta/mu-opioid, Fluo4 calcium fluorescence; hits give high values | B-score at 10 µM | 0.49% of 310,000 active;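 active = B-score above 5 SD of library B-scores, and initial fluorescence ratio not above library mean plus 5 SD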;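 also: positive B-score marks a calcium rise read as TRPC4 activation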
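Assay system: HEK293 stable line with TRPC4beta plus mu-opioid receptor. Times: dye 45 min RT, read 110 s. Measured by: kinetic Fluo4 calcium fluorescence. Measure: B score of integrated ratio. Controls: assay buffer as low control, maximal DAMGO as high control.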
KLF5 inh – inhibitors of KLF5 expression. DLD-1 KLF5 promoter-luciferase reporter, luminescence. inhibition, % at 5 µM. 0.23% of 290,000 active;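 active = inhibition above a per-plate limit of that plate's mean compound inhibition plus 3 SD, cut at about 60% in these data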;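 also: 0% = DMSO wells and 100% = LY294002 at 200 µM; higher means less KLF5 promoter-driven luciferase light; inactives centre near -14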
TRPC4 block – blocks the mouse TRPC4 cation channel. Q9QUQ5. HEK293 TRPC4beta/mu-opioid, DAMGO-evoked Fluo4 calcium flux; hits give low values. B-score at 10 µM. 0.39% of 300,000 active. AID 2247;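 active = B-score over 3 SD under the library average, no early fluorescence shift, positive overall ratio signal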
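Assay system: HEK293 cells with stable TRPC4beta plus mu-opioid receptor expression; Probe or stimulus: DAMGO in two steps, submaximal then maximal; Dosing: single-point compound dosing; Measured by: Fluo4 calcium-dye fluorescence, kinetic read; Read-out basis: B score from integrated Fluo4 fluorescence ratio.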
The depositor's hits bear a star; i = inactive; . = not tested or not shown.

SMILES	MrgX1 antag	TRPC4 potent	HIF act	TRPC6 inh	aSyn 5UTR inh	SKKanGAS inh	IEC-6 tox	TRPC6 act	TRPC4 agonist	KLF5 inh	TRPC4 block
Cn1c(=O)c2c(ncn2CC(=O)OCC(=O)NCc2ccc(Cl)cc2)n(C)c1=O	i	i	-0.3	i	17	1	1	i	i	-28	i
CC(/C=N/NC(=O)Cn1nnc(N)n1)=C\c1ccc(C(C)C)cc1	i	i	-0.4	i	-58	12	-6	i	i	-8	i
CC(Oc1ccc2c(c1)oc(=O)c1ccccc12)C(=O)NCCN1CCOCC1 (stereo not drawn)	i	i	0.0	i	-6	-6	2	i	i	-9	i
COn1c(-c2ccccc2)nc2c1CCc1nonc1-2	i	i	-0.3	i	-11	-4	6	i	i	-12	i
COc1cccc(C(=O)Oc2c(CN3CCOCC3)cc(Cl)c3cccnc23)c1	i	i	0.0	i	89*	8	-6	i	i	-11	i
Cc1ccc(S(=O)(=O)c2nc(C)oc2N2CCOCC2)cc1	i	i	-0.1	i	0	-7	4	i	i	2	i
NC(=O)COc1ccc(NC(=O)CC23CC4CC(CC(C4)C2)C3)cc1	i	i	-1.9	i	-2	0	2	i	i	-48	i
CCN(CC(=O)Nc1ccc(NC(C)=O)cc1)C(=O)CSc1nnc(-c2ccco2)n1CC	i	i	-0.1	i	11	-1	.	i	i	.	i
CCOC(=O)C(C(=O)Nc1cccc(C)n1)C1CCCCC1 (stereo not drawn)	i	i	-0.4	i	14	-7	0	i	i	-5	i
CC(Sc1nc2c(c(=O)n(C)c(=O)n2C)n1Cc1cc2c(cc1Cl)OCO2)C(=O)O (stereo not drawn)	i	i	-0.4	i	-20	8	-8	i	i	-29	i
CCCn1c(SCC(=O)N2CCN(C(C)=O)CC2)nc2sc3c(c2c1=O)CCC3	i	i	-0.4	i	10	1	-5	i	i	-33	i
Cn1nnnc1SCc1nc2scc(-c3ccccc3)c2c(=O)[nH]1	i	i	-0.1	i	-8	-3	4	i	i	-6	i
COc1cc(=O)n(C)c2cc(N(C)C)ccc12	i	i	2.1	i	-24	-4	-6	i	i	-7	i
CC1(C)CC(=O)c2c(O)cc(OCC(=O)NCCc3ccc(S(N)(=O)=O)cc3)cc2O1	i	i	-0.1	i	15	-2	-1	i	i	-17	i
O=S(=O)(Cc1ccccc1)N1CCCCCC1	i	i	0.1	i	-10	9	0	i	i	-14	i
COc1cccc(C(=O)N(Cc2cc3cc(C)ccc3[nH]c2=O)C(C)C)c1	i	i	-0.1	i	-2	-2	1	i	i	-10	i
COc1ccc(C2CC(=O)c3c(C)nc(N4CCN(c5ccccc5)CC4)nc3C2)cc1 (stereo not drawn)	i	i	-0.2	i	13	-12	1	i	i	-12	i
COC(=O)c1ccc(C)c(NS(=O)(=O)c2cn(C)nc2C)c1	i	i	0.1	i	14	4	1	i	i	-26	i
CCOc1ccc(C(=O)Nc2nc3ccccc3[nH]2)cc1OCC	i	i	2.0	i	-172	7	0	i	i	-95	i
CCCCC(=O)Oc1c(S(=O)(=O)c2ccc(C)cc2)c(C)nn1C(C)(C)C	-5.2*	i	-1.1	i	3	6	-3	i	i	-50	i
COc1cccc(Nc2nnc(SCC(=O)N(CC(C)C)CC(C)C)s2)c1	i	i	-0.3	i	3	-2	2	i	i	-20	i
Cc1ccc(S(=O)(=O)N2CCCCC2CCNC(=O)C(=O)NCc2ccco2)cc1 (stereo not drawn)	i	i	2.5	i	-66	-17	.	i	i	.	i
Nc1c(C(=O)O)sc2nc(-c3ccc(F)cc3)cc(-c3ccccc3)c12	i	i	0.1	i	-4	9	2	i	i	-18	i
CC1=C(C(=O)Nc2ccccc2)C(c2ccc(C)o2)n2ncnc2N1 (stereo not drawn)	i	i	-0.2	i	3	-7	-2	i	i	-18	i
CCCCN(C(=O)CSc1nnc(-c2ccccc2OC)n1C)c1c(N)n(Cc2ccccc2)c(=O)[nH]c1=O	i	i	0.0	i	6	2	2	i	i	-5	i
COc1ccc(Cn2c(=S)[nH]c3cc(C(=O)N4CCCCC4)ccc3c2=O)cc1	i	i	-6.7	i	-16	7	-5	i	i	-29	i
Cn1cc(C(=O)N/N=C/c2ccc(Br)c([N+](=O)[O-])c2)c2ccccc21	i	i	-0.1	i	-16	4	-2	i	i	-24	i
CSc1ccccc1C(=O)Nc1nc2ccccc2c(=O)[nH]1	i	i	1.4	i	-122	3	4	i	i	-68	i
COC(=O)Cc1ccc(NC(=S)NCc2ccc(OC)cc2)cc1	i	i	0.2	i	-9	-4	-1	i	i	11	i
COc1ccc(CC(=O)N2CC(=O)N(CCc3ccccc3)C(=O)C2)cc1	i	i	-0.3	i	-3	1	-2	i	i	-22	i
COc1ccc2ccccc2c1CNC(=O)CC1C(=O)NCCN1CC(C)C (stereo not drawn)	i	i	0.5	i	4	3	8	i	i	-5	i
COc1ccc(S(=O)(=O)N2CCC(C(N)=O)CC2)cc1C(=O)N1CCCCCC1	i	i	0.1	i	22	4	-1	i	i	-3	i
CCN(Cc1ccncc1)S(=O)(=O)c1ccc(C(C)=O)cc1	i	i	-0.4	i	1	2	-4	i	i	-23	i
CSc1ccc(COC(=O)CCS(=O)(=O)c2ccc(C)cc2)cc1	i	i	-0.4	i	-7	-21	.	i	i	.	i
Cc1[nH]c(-c2ccccn2)nc(=S)c1Cl	i	i	0.7	i	-13	88*	0	i	i	-39	i
CCOC(=O)C1=C(C)NC(C)=C(C(=O)OCC)C1C(=O)OC1CCOC1=O (stereo not drawn)	i	i	0.3	i	4	2	4	i	i	3	.
NC(=O)CC(NC(=O)Cc1ccc(Br)cc1)c1ccc(NCCN2CCCC2)c([N+](=O)[O-])c1 (stereo not drawn)	i	i	-0.7	i	16	0	7	i	i	-4	i
CCOc1ccc(-c2nnc3ccc(SCC(=O)Nc4nc5ccc(C)cc5s4)nn23)cc1	i	i	0.0	i	0	21	-2	i	i	-18	i
CC(C)N1CCN(Cc2cccn2-c2nccs2)CC1CCO (stereo not drawn)	i	i	-0.2	i	-3	1	2	i	i	-11	i
O=C(Cn1ccc2ccccc2c1=O)Nc1ccc2c(c1)OCO2	i	i	-14	i	8	-5	-2	i	i	-9	i
COc1ccccc1NC(=S)NNC(=O)c1cc(C)n(C)n1	i	i	2.7	i	-11	-1	-3	i	i	-14	i
Cc1ccc(C)c(NC(=O)CSc2ccc(-c3ccco3)nn2)c1	i	i	-0.6	i	-8	0	-5	i	i	9	i
Cc1ccc2cccc(S(=O)(=O)N3CCCc4ccccc43)c2n1	i	i	-0.2	i	26	-1	-6	i	i	-17	i
COc1ccc(N2CCN(C(=O)c3ccc(NC(=O)C4=CSCCO4)cc3)CC2)cc1	i	i	0.1	i	5	13	-6	i	i	-22	i
COc1ccc(CCNC(=O)/C=C/C(=O)O)cc1	i	i	-1.2	i	-14	-7	-4	i	i	11	i
CCN(c1ccccc1)S(=O)(=O)c1cccc(C(=O)NCc2ccncc2)c1	i	i	0.1	i	10	2	.	i	i	.	i
CCOC(=O)Cc1csc(NC(=O)CSc2nccn2C)n1	i	i	-0.4	i	-14	-3	5	i	i	-6	i
Cc1cccc(C)c1OCc1cc(C(=O)N2CCC(C3CCCCC3)C2)no1 (stereo not drawn)	i	i	3.6	i	-159	25	0	i	i	-68	i
CCCC(=O)NNC(=O)CC(=O)Nc1ccccc1C(=O)O	i	i	-0.1	i	14	-7	-3	i	i	5	i
CCCc1cnc(N2CCN(C(=S)NC)CC2)nc1	i	i	1.3	i	-111	-2	-3	i	i	-95	i
Cc1ccc(NC(=O)COC(=O)c2cc(Cl)ccc2Cl)c(Br)c1	i	i	0.4	i	-15	7	0	i	i	-12	i
S=C(NCc1ccncc1)NC1CCCCC1	i	i	-0.2	i	-10	8	-3	i	i	-11	i
COc1cccc(CNC(=O)C2CCN(S(=O)(=O)c3ccc4c(c3)CC(C)N4C(=O)C3CC3)CC2)c1 (stereo not drawn)	i	i	-0.4	i	33	1	4	i	i	-13	i
C/C(=N/NC(=O)c1ccncc1)c1c[nH]c2ccccc12	i	i	-0.2	i	-30	1	12	i	i	-47	i
CC(=O)Oc1ccc(C(=O)Nc2ccccc2C(=O)Nc2cccc(C(=O)O)c2)cc1	i	i	-0.7	i	15	5	-6	i	i	-9	i
Cc1ccc(C23CC4CC(CC(NC(=O)NCCN(C)C)(C4)C2)C3)cc1	i	i	-0.2	i	-9	2	4	i	i	-29	i
Cc1c(Br)c([N+](=O)[O-])nn1CC(=O)N1CCCc2ccccc21	i	i	0.1	i	13	-1	-2	i	i	8	i
O=C(c1ccccc1Oc1ccccc1)N1CCN(c2ccccc2F)CC1	i	i	-0.2	i	10	-9	5	i	i	-22	i
O=[N+]([O-])c1cc2c(c(CSc3ncccn3)c1)OCOC2	i	i	0.9	i	-63	16	1	i	i	-47	i
CC1CCCCN1C(=O)CCn1c(=S)oc2ccccc21 (stereo not drawn)	i	i	0.1	i	-9	-7	-3	i	i	2	i

Sorted by SMILES length (rising): 3 of the compounds above
SMILES	MrgX1 antag	TRPC4 potent	HIF act	TRPC6 inh	aSyn 5UTR inh	SKKanGAS inh	IEC-6 tox	TRPC6 act	TRPC4 agonist	KLF5 inh	TRPC4 block
C/C(=N/NC(=O)c1ccncc1)c1c[nH]c2ccccc12	i	i	-0.2	i	-30	1	12	i	i	-47	i
O=[N+]([O-])c1cc2c(c(CSc3ncccn3)c1)OCOC2	i	i	0.9	i	-63	16	1	i	i	-47	i
Cc1ccc(C23CC4CC(CC(NC(=O)NCCN(C)C)(C4)C2)C3)cc1	i	i	-0.2	i	-9	2	4	i	i	-29	i

The listing continues.
SMILES	MrgX1 antag	TRPC4 potent	HIF act	TRPC6 inh	aSyn 5UTR inh	SKKanGAS inh	IEC-6 tox	TRPC6 act	TRPC4 agonist	KLF5 inh	TRPC4 block
COc1ccc(N2C3=[N+](CCCC3)CC2(C)O)cc1 (stereo not drawn)	i	i	-0.4	i	-2	4	.	i	i	.	i
CC1CC2(C)Oc3ccccc3CC2C(C)C1CNCCCN(C)C (stereo not drawn)	i	i	-0.3	i	106*	5	34*	i	i	4	i
Fc1cccc(Cl)c1/C=N/n1c(-c2cccnc2)n[nH]c1=S	i	i	0.1	i	-2	2	11	i	i	-3	i
O=C(NN1CCOCC1)NC12CC3CC(CC(C3)C1)C2	i	i	1.1	i	-13	7	4	i	i	12	i
CCOc1ccc(CCNC(=O)COC(=O)/C=C/c2ccccc2OC)cc1OCC	i	i	0.1	i	12	4	.	i	i	.	i
CCOCCCNC(=O)c1ccc2c(c1)ncn2-c1ccc(CC)cc1	i	i	1.3	i	-23	9	6	i	i	9	i
Cc1cc(C(=O)OCC(=O)Nc2cccc(S(N)(=O)=O)c2)c2ccccc2n1	i	i	0.3	i	-12	.	2	i	i	7	i

The order is random, and some 5.8% of all compounds hit somewhere here.
